# PAX8 inh HTS – PAX8 transcriptional activity inhibition. AID 652154. RMG-I TPO-luciferase reporter, SteadyGlo, 24 h. 360,000 tested, 1.2% active. inhibition, % at 12.6 µM;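 active = mean replicate inhibition at least 60% with every replicate also reaching 60%; inconclusive = only one of the two criteria is met; inactive = mean below 60% and not all replicates reaching 60%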;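 also: luciferase light reporting Pax8 driven TPO promoter activity; plate controls were median of neutral control wells for no effect and mitoxantrone controls for full effect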
# EWS-Fli inh – inhibitors of EWS/Fli oncoprotein transcriptional activity; inhibition, % at 12.6 µM; 350,000 tested, 0.67% active; A673 NR0B1-luciferase reporter, viability-normalised; AID 651661;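 active = mean inhibition of at least 50% after viability correction, with every replicate also passing that limit; inconclusive = mean reaches 50% but only one of two replicates passes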;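 also: firefly luciferase signal divided by Alamar Blue viability fluorescence both relative to DMSO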
# DENV2 CPE – DENV2-induced cell death inhibition. DENV2-infected cells, cytopathic effect rescue, plate reader. CPE inhibition, % at 9.99 µM. 350,000 tested, 1.7% active. AID 651640; in the data active = CPE inhibition above about 20%, passing the limit was not always enough; inconclusive = no clear call, values can overlap the other calls; tested in BHK-21 cells;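 also: 0% = median of neutral control wells and 100% = median of positive control wells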
# ARNT-TACC3 inh – disruptors of human ARNT/TACC3 interaction; 390,000 tested, 0.66% active; Q9Y6A5; AID 623870; AlphaScreen His-ARNT PAS-B/GST-TACC3 binding, luminescence; TACC3 fragment carries E629A point mutation; inhibition, % at 9.99 µM;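 active = mean inhibition of replicates at least 50% and at least half of replicates each reaching 50%; inconclusive = half or more replicates reach 50% but mean below 50%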;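 also: 0% = complete ARNT plus TACC3 wells and 100% = ARNT alone without TACC3; many hits fall short of the cut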
# SIRT5 inh – blocks human SIRT5 desuccinylation of peptide. Purified SirT5, succinyl-peptide AMC, trypsin-coupled fluorescence. inhibition, % at 15 µM. 330,000 tested, 1.1% active. AID 652115; in the data active = inhibition above about 15%; inconclusive = no clear call, values can overlap the other calls
# Target sequence (Q9NXA8 whole entry, looked up): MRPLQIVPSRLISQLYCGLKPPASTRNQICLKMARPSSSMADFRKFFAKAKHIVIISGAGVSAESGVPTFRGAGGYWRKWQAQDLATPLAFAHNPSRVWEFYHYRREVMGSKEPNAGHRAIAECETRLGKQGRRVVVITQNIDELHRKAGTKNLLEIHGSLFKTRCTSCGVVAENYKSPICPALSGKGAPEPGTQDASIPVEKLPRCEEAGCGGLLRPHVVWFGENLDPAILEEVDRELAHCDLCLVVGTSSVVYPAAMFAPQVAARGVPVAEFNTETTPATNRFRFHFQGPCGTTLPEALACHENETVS
# CASP6 VEID inh – blocks human caspase-6 cleavage activity; P55212; purified caspase-6, Z-VEID-R110 cleavage fluorescence; inhibition, % at 12.5 µM; 350,000 tested, 0.53% active; AID 686996;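 active = mean inhibition across replicates at least about 35%, with every replicate also reaching that limit, limit read from the data; inconclusive = only one of the two criteria met; inactive = neither criterion met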;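 also: 0% = median of neutral control wells and 100% = no fluorescence left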
# Target sequence (P55212 24-179 limits assumed): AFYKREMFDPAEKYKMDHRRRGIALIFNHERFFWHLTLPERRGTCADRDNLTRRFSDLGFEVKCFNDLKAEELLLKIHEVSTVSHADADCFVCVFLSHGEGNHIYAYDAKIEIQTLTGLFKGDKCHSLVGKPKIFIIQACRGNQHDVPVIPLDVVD
# Target sequence (P55212 194-293 limits assumed): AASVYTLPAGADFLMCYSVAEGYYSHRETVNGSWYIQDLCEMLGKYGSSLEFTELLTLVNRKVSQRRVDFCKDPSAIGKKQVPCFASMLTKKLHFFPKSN
# LGR2 inh – blocks bursicon-induced cAMP signaling via Drosophila LGR2. HEK293 LGR2, CRE-luciferase, bursicon-stimulated, 4 h. inhibition, % at 9.99 µM. 380,000 tested, 0.35% active. AID 720647;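 active = drop in luminescence signal, shown as inhibition above about 50% in the replicate tests, limit read from the data, passing the limit was not always enough; inconclusive = probably only some replicates passing the limit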;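 also: agonist challenge used bursicon conditioned medium at about half maximal strength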
# * marks the source's active call; other numbers are inactive results; ? = inconclusive; . = not tested or not shown; & = joins results of further samples.
no.	mol	PAX8 inh HTS	EWS-Fli inh	DENV2 CPE	ARNT-TACC3 inh
1	Cn1cc(/C=C/C(=O)c2ccccc2)c2ccccc21	-57	41	-6	0
2	Cc1noc(C)c1S(=O)(=O)Nc1cccc2c1O[C@H](CN(C)S(=O)(=O)c1ccc(Cl)cc1)[C@H](C)CN([C@@H](C)CO)C2=O	.	-6	2	-10
3	COc1ccc(NC(=O)c2sc3nc(-c4cccnc4)ccc3c2N)cc1	-35	8	8	3
4	Cc1ccc(C(=O)N2CCN(c3ccccn3)CC2)cc1C	26	10	3	-2
5	COc1ccc(C(=O)COC(=O)c2c(-c3ccccc3)noc2C)c(OC)c1	-20	3	.	-2
6	O=C(CN1CCOCC1)N1CCCCN2[C@H](CO)[C@H](c3ccc(C#Cc4ccccc4)cc3)[C@@H]2C1	-4	-33	31*	-2
7	C[C@H](CO)N1C[C@H](C)[C@@H](CN(C)C(=O)c2ccccn2)Oc2cc(C#CC3CC3)ccc2S1(=O)=O	.	0	0	-23
8	COc1cccc(CN2CCC(C(=O)N3CCN(Cc4ccc5c(c4)OCO5)CC3)CC2)c1OC	9	9	-10	-3

no.	SIRT5 inh	CASP6 VEID inh	LGR2 inh
1	-4	-2	.
2	-2	-1	-35
3	-2	0	4
4	-3	5	3
5	2	-5	6
6	1	1	1
7	-3	-1	17
8	1	-5	-17

# Additional results follow.
no.	mol	PAX8 inh HTS	EWS-Fli inh	DENV2 CPE	ARNT-TACC3 inh
9	CCOC(=O)[C@@H]1[C@H]2COc3ccccc3[C@@H]2N2C(=O)N(c3ccc(Cl)cc3)C(=O)[C@@]12C	8	-2	8	3
10	c1ccc(C2NCCc3ccccc32)cc1 (configuration not stated)	15	2	-1	-3
11	CC(=O)OCC(=O)[C@@]1(O)CC[C@H]2[C@@H]3CCC4=CC(=O)CC[C@]4(C)[C@H]3[C@@H](O)C[C@@]21C	10&-7	5&-2	3&-13	-3&-3
12	N#C/C(=C\c1cccn1S(=O)(=O)c1cccc([N+](=O)[O-])c1)S(=O)(=O)c1ccc(F)cc1	-8	0	11	.
13	Cc1ccc(NCc2ccc(O)c3ncccc23)cc1	7	5	0	0
14	Cc1ccc(S(=O)(=O)Nc2ccc3c(c2)C(=O)N([C@@H](C)CO)C[C@H](C)[C@H](CN(C)Cc2ccc(-c4ccccc4)cc2)O3)cc1	4	14	6	0
15	Cc1ccc(NC(=O)COC(=O)Cn2c(C)csc2=O)c([N+](=O)[O-])c1	-29	2	2	-12
16	CNC(=O)c1cc(C(=O)c2ccc(C(F)(F)F)cc2)c[nH]1	-34	-24	-3	-4

no.	SIRT5 inh	CASP6 VEID inh	LGR2 inh
9	.	1	-7
10	-1	-4	14
11	3&-1	-7&1	-27
12	-1	-4	-11
13	2	1	-14
14	14	-1	-2
15	-1	2	6
16	-2	-1	-13

# (next part)
no.	mol	PAX8 inh HTS	EWS-Fli inh	DENV2 CPE	ARNT-TACC3 inh
17	CCNC(=O)C1(C)CCCN(C(=O)c2cccnc2Oc2ccccc2)C1 (configuration not stated)	-3	-1	-8	.
18	O=C(Nc1nnc(CSCc2ccc(Cl)cc2)s1)c1cccc([N+](=O)[O-])c1	5	.	.	-42
19	COc1ccc(S(=O)(=O)Nc2ccc3c(c2)CC(=O)N([C@H](C)CO)C[C@@H](C)[C@@H](CN(C)C(=O)Nc2ccccc2)O3)cc1	-24	5	-3	-2
20	NCCNc1ccc2nnnn2n1	-18	-2	-7	-3
21	CC(C)CCN1CCC(C)(NC(=O)c2ccccc2)C1=O (configuration not stated)	7	1	-16	-9
22	S=C(N/N=C1\C2CN3CCN(C2)CC1(c1ccccc1)C3)Nc1ccccc1	16	.	.	9
23	Cc1cccc(CNC(=O)Nc2nnc([C@@H]3C[C@H](O)[C@@H](CO)O3)s2)c1	-17	-4	4	.
24	O=C(NCCCn1ccnc1)c1cc(-c2ccc(Br)cc2)on1	32	-9	-3	-5

no.	SIRT5 inh	CASP6 VEID inh	LGR2 inh
17	-2	-3	-6
18	.	.	7
19	-1	-2	-6
20	-2	-1	1
21	.	0	-2
22	.	.	8
23	-1	-2	-12
24	5	-4	-6

# Additional results:
no.	mol	PAX8 inh HTS	EWS-Fli inh	DENV2 CPE	ARNT-TACC3 inh
25	CO[C@@H]1CN(C)C(=O)c2ccc(NS(=O)(=O)c3ccccc3F)cc2OC[C@H](C)NC[C@@H]1C	-15	0	?	-1
26	S=C1SCN(CCc2ccccc2)CN1CCc1ccccc1	-32	11	17	.
27	Cc1ccc(NC(=O)CN2C(=O)NC(C)(C3CC3)C2=O)c(C)c1 (configuration not stated)	-7	-3	-11	.
28	CCN(CC)C(=O)CSc1nnc(CSc2ncccn2)n1C	-3	4	-5	-3
29	Cc1onc(-c2ccccc2Cl)c1C(=O)N1CC(C)OC(C)C1 (configuration not stated)	.	7	.	5
30	COc1cccc(CN2CCN(Cc3cc4ccccc4[nH]3)CC2CCO)c1 (configuration not stated)	29	6	15	-1
31	COc1ccc(C(=O)CSc2nc3ccccc3n2CC(=O)c2ccccc2)cc1	.	6	.	21
32	COC(=O)[C@@]12C[C@@H](CC(=O)NCCC(C)C)C(=O)N(Cc3cccc4ccccc34)C1=CCC(C)(C)C2	-1	-2	-3	.

no.	SIRT5 inh	CASP6 VEID inh	LGR2 inh
25	8	-2	1
26	.	3	-31
27	2	0	17
28	1	1	-13
29	-2	-2	-4
30	-1	1	-9
31	-7	2	11
32	1	-1	14

# (continued)
no.	mol	PAX8 inh HTS	EWS-Fli inh	DENV2 CPE	ARNT-TACC3 inh
33	COc1ccc(NS(=O)(=O)c2ccc(C)c(C(=O)NNC(=O)c3ccccc3O)c2)cc1	14	10	4	-2
34	CC(=O)c1cccc(NC(=O)Nc2ccc3c(c2)CCC3)c1	-88	-52	9	-6
35	C[C@H]1CN([C@@H](C)CO)C(=O)c2c(c3ccccc3n2C)-c2ccccc2CO[C@@H]1CN(C)Cc1ccc(C(=O)O)cc1	.	-3	8	0
36	CCCCn1c(N)c(N(CC(C)C)C(=O)C2CCN(S(=O)(=O)c3ccccc3)CC2)c(=O)[nH]c1=O	-7	-3	-2	-1
37	CC(Oc1ccc(Br)cc1)C(=O)Nc1ccc(S(=O)(=O)NC2=NCCCCC2)cc1 (configuration not stated)	-5	15	1	-10
38	CCOC(=O)c1ccc(CNC(=O)C2CCC(=O)N(Cc3cccc(OC)c3)C2)o1 (configuration not stated)	.	3	3	1
39	Cc1ccc([N+](=O)[O-])cc1N(CC(=O)NC1CCCC1)S(C)(=O)=O	5	-1	3	.
40	COCCn1c(Cc2ccccc2)nnc1SCC(=O)NC1CC1	-1	3	2	-6

no.	SIRT5 inh	CASP6 VEID inh	LGR2 inh
33	-9	-3	10
34	-1	-1	-70
35	-4	1	4
36	1	-2	11
37	-8	2	-4
38	-2	-2	2
39	0	0	-11
40	4	-3	-1

# Next part.
no.	mol	PAX8 inh HTS	EWS-Fli inh	DENV2 CPE	ARNT-TACC3 inh
41	CCc1ccc(NC(=O)CNCc2ccc(OC)c(OC)c2)cc1	5	-2	0	1
42	O=C(Nc1ccc(OC(F)F)cc1)c1ccccn1	-20	-10	0	2
43	C[C@H](CO)N1C[C@H](C)[C@H](CN(C)S(=O)(=O)c2cn(C)cn2)Oc2ccc(NC(=O)Cc3ccccc3)cc2C1=O	.	-3	-9	-10
44	CC(C)(C)OC(=O)C[C@@H]1C/C=C\C[C@@H](CC(=O)N(CCO)Cc2ccccc2)C(=O)NCCOC1=O	-6	1	-18	2
45	COC(=O)CCCC1=CC2=C(c3ccccc3)C(=O)C(C)(OC(=O)C3CCCC3)C(=O)C2=CN1CCc1c[nH]c2ccccc12 (configuration not stated)	14	8	-3	-2
46	COc1ccc(Cn2c(=O)[nH]c3cc(C(=O)NC4CCN(Cc5ccccc5)CC4)ccc32)cc1	-3	17	4	1
47	CCOc1cccc(C2C(C(=O)c3ccco3)=C(O)C(=O)N2c2nnc(C)s2)c1 (configuration not stated)	-12	-7	4	-2
48	CO[C@@H]1CN(C)C(=O)c2ccc(NS(=O)(=O)C3CCCCC3)cc2OC[C@@H](C)NC[C@@H]1C	-19	3	-11	-2

no.	SIRT5 inh	CASP6 VEID inh	LGR2 inh
41	-1	2	15
42	-5	-5	-7
43	-4	-1	-5
44	.	0	0
45	.	-3	5
46	.	3	7
47	1	3	4
48	-4	2	-10

# Single records, as listed above:
# CO[C@@H]1CN(C)C(=O)c2ccc(NS(=O)(=O)C3CCCCC3)cc2OC[C@@H](C)NC[C@@H]1C across the screens: PAX8 inh HTS: -19; EWS-Fli inh: 3; DENV2 CPE: -11; ARNT-TACC3 inh: -2; SIRT5 inh: -4; CASP6 VEID inh: 2; LGR2 inh: -10
# CC(C)(C)OC(=O)C[C@@H]1C/C=C\C[C@@H](CC(=O)N(CCO)Cc2ccccc2)C(=O)NCCOC1=O across the screens: PAX8 inh HTS: -6; EWS-Fli inh: 1; DENV2 CPE: -18; ARNT-TACC3 inh: 2; SIRT5 inh: .; CASP6 VEID inh: 0; LGR2 inh: 0
# C[C@H](CO)N1C[C@H](C)[C@H](CN(C)S(=O)(=O)c2cn(C)cn2)Oc2ccc(NC(=O)Cc3ccccc3)cc2C1=O across the screens: PAX8 inh HTS: .; EWS-Fli inh: -3; DENV2 CPE: -9; ARNT-TACC3 inh: -10; SIRT5 inh: -4; CASP6 VEID inh: -1; LGR2 inh: -5

# The listing continues.
no.	mol	PAX8 inh HTS	EWS-Fli inh	DENV2 CPE	ARNT-TACC3 inh
49	COC(=O)c1ccc2nccnc2c1	-19	-7	1	15
50	C/C=C/c1ccc([C@@H]2[C@@H](CN(C)C(=O)C3CC3)N(C(=O)CC)[C@H]2CO)cc1	-14	6	7	5
51	CCCC#Cc1cnc2c(c1)C(=O)N([C@@H](C)CO)C[C@H](C)[C@H](CN(C)C(=O)Nc1cc(F)ccc1F)O2	.	7	4	-5
52	COCCNC(=S)NN=C1CCCCCC1	11	12	7	1
53	COCC(=O)N1C[C@H](C)[C@H](OC)CN(C)C(=O)c2ccc(NC(=O)c3ccc(F)cc3)cc2OC[C@H]1C	-9	-3	-6	-7
54	CCCCCCCCCCCCCCCC(O)C[N+](C)(C)CCO (configuration not stated)	.	6	7	-1
55	CCCOc1ccc(C(=O)Nc2ccc(S(=O)(=O)Nc3onc(C)c3C)cc2)cc1	-1	5	6	2
56	CO[C@H]1CN(C)C(=O)c2cc(NC(=O)C3CCCC3)ccc2OC[C@@H](C)N(C)C[C@@H]1C	-13	-10	-3	-10

no.	SIRT5 inh	CASP6 VEID inh	LGR2 inh
49	-2	0	14
50	.	.	10
51	-2	-3	-7
52	4	-2	-18
53	3	-1	1
54	8	-177	-3
55	-2	-1	17
56	-2	0	2

# (continued)
no.	mol	PAX8 inh HTS	EWS-Fli inh	DENV2 CPE	ARNT-TACC3 inh
57	CCCCNC(=O)c1onc(CSc2ccc(F)c(F)c2)c1C(=O)NCCCC	0	9	-3	-8
58	COc1ccc2c3c([nH]c2c1)[C@H](CO)N(CC1CC1)CC31CN(C(=O)c2ccc(F)cc2)C1	-6	7	0	.
59	CCC(=O)Nc1ccc2c(c1)OC[C@@H](C)N(C(=O)c1ccccc1F)C[C@H](C)[C@@H](OC)CN(C)C2=O	-2	-5	10	-5
60	C[C@@H]1CN([C@H](C)CO)C(=O)c2cccc(NC(=O)Nc3cccc4ccccc34)c2O[C@@H]1CN(C)C(=O)Nc1cccc2ccccc12	.	1	4	1
61	CC(C)NC(=O)N(C)C[C@H]1Oc2ccc(NC(=O)Nc3ccccc3)cc2CC(=O)N([C@@H](C)CO)C[C@H]1C	-17	-6	14	-5
62	CO[C@H]1CC[C@@H]2CCN(C)C(=O)CCCN(C)C(=O)c3cccc(C#N)c3OC[C@H]1O2	5	1	?	4
63	Cc1ccc(S(=O)(=O)c2cc3ccccc3oc2=Nc2ccc3c(c2)OCCO3)cc1	-2	.	.	-25

no.	SIRT5 inh	CASP6 VEID inh	LGR2 inh
57	3	-4	32
58	0	0	-10
59	-5	0	-15
60	1	0	-1
61	-4	-5	-10
62	-1	3	-4
63	.	.	0

# Bioassay records from PubChem BioAssay.

# Hits appear at their usual frequency, and some 4.9% of all compounds hit somewhere here.
